EP2 mod – modulators of human EP2 prostaglandin E2 receptor. 260,000 tested, 0.83% active. induction, % at 25 µM. P43116. EP2-expressing cells, cAMP HTRF FRET, PGE2 co-stimulation;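 active means compounds whose cAMP rise, as percent of the full-agonist control response, exceeds 60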;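 further: rat C6 glioma line stably carrying human EP2 under a CMV promoter; the protocol text gives 20 µM as final concentration; 100% = response of wells given 1 µM PGE2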
Target sequence (P43116 whole entry, looked up): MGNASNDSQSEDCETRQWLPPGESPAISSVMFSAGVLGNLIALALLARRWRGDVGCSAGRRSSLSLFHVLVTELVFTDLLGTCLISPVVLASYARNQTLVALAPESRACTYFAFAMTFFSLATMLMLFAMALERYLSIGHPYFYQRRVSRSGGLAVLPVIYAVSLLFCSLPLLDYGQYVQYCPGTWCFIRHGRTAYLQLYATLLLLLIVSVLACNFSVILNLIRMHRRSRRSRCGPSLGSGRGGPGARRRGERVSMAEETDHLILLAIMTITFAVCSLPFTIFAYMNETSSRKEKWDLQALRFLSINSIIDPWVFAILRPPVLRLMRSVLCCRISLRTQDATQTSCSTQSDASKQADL
EP2 antag – inhibitors of human EP2 prostaglandin E2 receptor; P43116; C6 glioma cells expressing human EP2, cAMP TR-FRET; cells stimulated with saturating PGE2; inhibition, % at 25 µM; 260,000 tested, 0.52% active;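 active means percent inhibition above 40 after rounding to a whole number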;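 further: rat C6 glioma host cells with rolipram phosphodiesterase inhibitor present; the protocol text gives 20 µM as final concentration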
The depositor's hits bear a star. Only part of the results is shown; rates above refer to the full screens.

The line under a structure holds: EP2 mod	EP2 antag
1	COc1ccccc1OCC1CCCN(S(=O)(=O)c2cccnc2)C1 (centres undefined)
  -28	3
2	CCC(=O)Nc1cc(NC(=O)CSc2nnc3c4c(C)c(C)sc4nc(C(C)C)n23)ccc1C
  5	12
3	Cc1ccc(NC(=O)CSc2nnc3c(C)cc4ccc(C)cc4n23)c(C)c1
  27	8
4	CCn1c(COc2cccc(C)c2)nnc1SCC(=O)N1CCC(C)CC1
  1	14
5	CC(=O)O[C@H]1C[C@@H](OC(C)=O)C(C)(C)C2C[C@@H](OC(C)=O)[C@]3(C)C(CC[C@@]4(C)[C@H](c5ccoc5)OC(=O)[C@H]5O[C@]543)[C@]21C (some centres undefined)
  21	17
6	O=C(Cc1ccc(-n2cnnn2)cc1)N1CCCCC1c1nc2ccccc2[nH]1 (centres undefined)
  -19	4
7	C#CCOc1ccc(-c2nc3cnccn3c2NC2CCCC2)cc1OC
  -98	12
8	CCOC(=O)C(Cc1ccc(O)cc1)NC(C)=O (centres undefined)
  9	10
9	CC(NC(=O)C1(c2ccc(Cl)cc2)CCCC1)c1nc(-c2ccncc2)n[nH]1 (centres undefined)
  -30	3
10	CCc1nccn1CC(=O)Nc1ccc(Oc2ccc3c(c2)OCO3)cc1
  -93	2
11	COc1ccccc1Cn1c(=O)sc2ccccc21
  27	7
12	CCOc1ccc(CC(=O)N(C)c2nc3c(s2)CCc2occc2-3)cc1
  -17	10
13	COc1ccc2c(c1)C=C(CN1CCC(O)(c3ccccc3F)CC1)CO2
  -110	4
14	O=c1oc2ccc(Br)cc2cc1-c1nnc(-c2cccs2)o1
  -22	4
15	CC1(C)CC(N(Cc2ccccc2)Cc2ccncc2)CC(C)(C)N1
  -9	9
16	COc1ccc(-n2nnnc2SCC(=O)N2CCCC(C)C2)cc1 (centres undefined)
  -18	11
17	COc1ccccc1NC(=O)CSc1nncn1N
  -3	11
18	CC[C@H]1CN(C)[C@@H]2Cc3c([nH]c4ccccc34)C(=O)C[C@H]1[C@H]2C(=O)OC
  -3	52*
19	CCS(=O)(=O)c1n[nH]c([N+](=O)[O-])n1
  4	8
20	COCCn1c(SCC(=O)Nc2cc(OC)ccc2OC)nc2ccccc2c1=O
  25	5
21	Cc1ccnc(Sc2nc3c(c(=O)[nH]c(=O)n3C)n2Cc2ccccc2Cl)n1
  -60	14
22	Cc1ccc2cc(CN(Cc3cccs3)C(=O)C3CC3)c3nnnn3c2c1
  23	19
23	COC(=O)Cn1cc(CN2CCc3nc(N4CCC(C)CC4)[nH]c(=O)c3C2)c2ccccc21
  -30	1
24	CC(C)Oc1ccc(NC(=O)C2COc3ccccc3O2)cc1 (centres undefined)
  -38	14
25	O=C(c1cc2c(s1)CCC2)N1CCc2c(nc[nH]c2=O)C1
  9	6
26	Cc1ccc(NC(=O)COc2ccc(S(=O)(=O)N3CCCC3)cc2)c(C)c1
  -48	8
27	CCN(CC)c1ccc(CN2CCc3nc(N4CCCC(C)C4)[nH]c(=O)c3C2)c(O)c1 (centres undefined)
  -54	11
28	CCOC(=O)c1cc2sc(C)cc2n1CC(=O)NCCc1ccc(OC)c(OC)c1
  6	16
29	O=C1CCCN1CC1CCCN(CC2(c3ccc(Cl)cc3)CC2)C1 (centres undefined)
  9	8
30	CCCC(c1nnnn1Cc1ccco1)N(Cc1ccccc1)Cc1cc2cc(C)c(C)cc2[nH]c1=O (centres undefined)
  25	9

Fetched one by one from above (2):
The line under a structure holds: EP2 mod	EP2 antag
14	O=c1oc2ccc(Br)cc2cc1-c1nnc(-c2cccs2)o1
  -22	4
1	COc1ccccc1OCC1CCCN(S(=O)(=O)c2cccnc2)C1 (centres undefined)
  -28	3

(more compounds)
The line under a structure holds: EP2 mod	EP2 antag
31	COCCNC(=O)C(OC(=O)c1cc2sc(C)cc2n1C)c1ccncc1 (centres undefined)
  -48	8
32	Cc1cc(C)c2[nH]c(=O)c(C(c3nnnn3C3CCCCC3)N(C)C3CCCCC3)cc2c1 (centres undefined)
  6	11
33	Cc1ccc(CN(C2CCCC2)S(=O)(=O)c2ccc(S(=O)(=O)NCC3CCCO3)cc2)cc1 (centres undefined)
  6	9
34	Cc1cccc(C)c1NC(=O)Cn1c(S(=O)(=O)CC(N)=O)nc2ccccc21
  -26	10
35	CCC(c1nnnn1Cc1cccs1)N1CCN(c2cccc(OC)c2)CC1 (centres undefined)
  26	7
36	CCCN1CC=C2C(C#N)=C(N)C(C#N)(C#N)C(c3ccc(OC(C)C)c(OC)c3)C2C1 (centres undefined)
  34	9
37	COc1ccc(S(=O)(=O)N(CC(=O)NCc2ccncc2)c2ccccc2)cc1
  -11	10
38	C#CCN1C(C)=C(C(=O)OC)C(c2cccc([N+](=O)[O-])c2)C(C(=O)OCC)=C1C (centres undefined)
  52	9
39	CC(C)n1c(=O)oc2cc(S(=O)(=O)NC3(c4ccccc4)CC3)ccc21
  -39	5
40	COc1ccccc1NC(=O)Cn1cnc2sc(C)c(-c3ccccc3)c2c1=O
  -22	7
41	Cc1[nH]cnc1CN(CCCn1ccnc1)CC1CC=CCC1 (centres undefined)
  15	8
42	CC(C)(C)c1ccc(C2C(C(=O)c3ccco3)=C(O)C(=O)N2CC2CCCO2)cc1 (centres undefined)
  6	8
43	COc1cccc2c1OC(c1ccncc1)N1N=C(c3cccs3)CC21 (centres undefined)
  -14	12
44	CC(C)C(c1nnnn1C1CCCC1)N(Cc1ccc(Cl)cc1)CC1CCCO1 (centres undefined)
  7	8
45	OC(CN1CCC(O)(c2ccccc2F)CC1)c1ccc2c(c1)OCCO2 (centres undefined)
  -11	6
46	COc1ccc(/C=C/C(=O)c2ccc(O)cc2O)cc1
  -22	13
47	Nc1ccc(S(=O)(=O)Nc2nccs2)cc1
  7	9
48	CC(C)(CN)CN
  -7	10
49	COc1ccc(C2/C(=C(/O)c3ccc(F)cc3)C(=O)C(=O)N2Cc2cccnc2)c(OC)c1 (centres undefined)
  15	14
50	COc1cc(C2C(C#N)=C(N)Oc3n[nH]c(C)c32)cc(Br)c1OC (centres undefined)
  -25	15
51	O=C1c2ccccc2C(=O)N1CCCSc1ccccc1
  22	10
52	Cc1cccc(NC(=O)C2CCN(C(=O)c3cccs3)CC2)c1
  -22	9
53	Nc1ccc(-c2nnn(CC(=O)NC3CCCC3)n2)cc1
  -18	15
54	CC(C)(CN)SCc1ccccc1
  5	8
55	Cc1ccc(-c2cc(N)c(=O)n(CC(=O)NCC3CCCCC3)n2)s1
  -121	8
56	CCn1c(=O)oc2cc(S(=O)(=O)NC3CCN(Cc4ccccc4)CC3)ccc21
  -91	4
57	COc1ccc(-c2ocnc2C(=O)NC(C)c2ccccn2)cc1OC (centres undefined)
  -10	6
58	CCCc1nc2ccccc2n1CC(O)COc1cccc(OC)c1 (centres undefined)
  2	9
59	Cc1ccc2cc3c(N)c(C(=O)NCc4ccc5c(c4)OCO5)sc3nc2c1
  -71	15
60	O=c1c(O)c(-c2ccc(O)cc2)oc2ccccc12
  -15	13
61	C/C(=N\NC(=O)c1ccncc1)c1ccccc1Cl
  33	12
62	O=C1O[C@H](C(O)CO)C(O)=C1O (some centres undefined)
  1	10
63	CC(NC(=O)Cc1cccc(Cl)c1)c1nc(-c2ccncc2)n[nH]1 (centres undefined)
  -17	3
64	COc1cc(OC)cc(-c2nnc(SCC(=O)c3cccs3)o2)c1
  -35	11
65	Oc1ccccc1-c1nc2cnccn2c1NCCc1ccccc1
  -94	16
66	O=c1ccc2ccc(O)c(O)c2o1
  -14	9
67	CCN1CCN(C(=O)Nc2cccc(Cl)c2)CC1
  -27	11
68	COc1cc(NC(=O)CSc2nnc3c4c5c(sc4nc(C)n23)CCCC5)cc(OC)c1
  9	8
69	CN(C)CCCNC(=S)N(Cc1cc2cc3c(cc2[nH]c1=O)OCO3)C1CCCCC1
  -51	9
70	CC1CN(c2nc3c(c(=O)[nH]2)CCN(Cc2ccc4ncccc4c2)C3)CC(C)O1 (centres undefined)
  7	6
71	COc1ccc([C@@H]2CC(=O)c3c(O)cc(O[C@@H]4O[C@H](CO[C@H]5O[C@@H](C)[C@H](O)[C@@H](O)[C@H]5O)[C@@H](O)[C@H](O)[C@H]4O)cc3O2)cc1O
  12	12
72	CC(C)c1ccc(N(CC(=O)NCC2CCCO2)S(C)(=O)=O)cc1 (centres undefined)
  -28	15
73	CC(C)(C)NC(=O)Cn1nc2c3ccccc3nc(C(C)(C)C)n2c1=O
  -14	10
74	Cc1ccc(NC(=O)C2(C)Cc3ccccc3C(=O)O2)cc1C (centres undefined)
  -12	12
75	COC(=O)c1ccc(C2C(C#N)=C(N)OC(C)=C2C(=O)OC(C)(C)C)cc1 (centres undefined)
  -67	7
76	O=C(NC1CC1)[C@H]1C=CCN1C(=O)c1cccs1
  -6	5
77	CCN1CCN(C(=O)CN(c2cccc(C(F)(F)F)c2)S(C)(=O)=O)CC1
  -19	12
78	COc1ccc([C@@H]2CN(C(=O)C3CCCC3)C[C@H]2C(=O)Nc2nccs2)cc1
  -41	4
79	CCN(CC)CCCN(Cc1cc2cc(OC)ccc2[nH]c1=O)C(=S)NC
  -41	6
80	COc1ccccc1-n1c(SCC(=O)Nc2ccc(C(C)=O)cc2)nnc1-c1ccncc1
  -9	10
81	CC(C)[C@@H](Cn1nnc2ccccc21)NC(=O)Cn1ncc2ccccc2c1=O
  -6	11
82	CCOCCCNC(=S)N(Cc1cc2cc(C)c(C)cc2[nH]c1=O)C1CCCCC1
  -12	5
83	O=C(Nc1cccc(C(=O)N2CCOCC2)c1)c1cc2c([nH]c1=O)CCCCC2
  -24	6
84	COc1cccc(C2(NC(=O)c3cc(C(C)(C)C)nn3C)CCCCC2)c1
  7	4
85	Cc1nc2ccccc2c(=O)n1NC(=O)c1ccccc1
  3	12
86	Cc1ccc(C2(O)CCN(Cc3ccc(Oc4ncccn4)cc3)CC2)cc1
  -20	6
87	O=C1CCc2cc(S(=O)(=O)N3CCC(c4ccccc4)C3)ccc2N1 (centres undefined)
  -89	7
88	COc1cc(C)c(CN2CCC(O)(c3ccc(C)cc3)CC2)cc1OC
  -47	9
89	O=C(O)CCSC1=NCCN1
  1	13
90	CCC[N+]1(CC#CCC2(O)c3ccccc3-c3ccccc32)CCCCC1
  -36	8

Additional compounds follow:
The line under a structure holds: EP2 mod	EP2 antag
91	CNc1nc2c(c(=O)[nH]c(=O)n2C)n1CCO
  -22	12
92	COc1ccccc1-c1cc(C(=O)NCCn2nc(C)nc2C)no1
  -36	10
93	COc1ccc(N2CC(C(=O)Nc3ccc(Cl)cc3Cl)CC2=O)cc1 (centres undefined)
  -4	9
94	CCN(CC)CCOc1ccccc1NS(=O)(=O)c1cn(C)nc1C
  -25	4
95	Cc1c(OCC(=O)N(C)c2ccccc2)ccc2c3c(c(=O)oc12)CCC3
  -4	8
96	Cc1cc(C)c(NC(=O)CSc2nnc3c(n2)[nH]c2ccc(F)cc23)c(C)c1
  -22	11
97	CC(C)n1c(=O)oc2cc(S(=O)(=O)N3CCCCC3CN3CCCCC3)ccc21 (centres undefined)
  -59	5
98	CCOC(=O)c1cnc(Nc2nc3ccccc3o2)nc1N
  -71	9
99	CN1CC(C(=O)Nc2ccc(-c3cn4c5c(nnc4n3)CCCC5)cc2)CC1=O (centres undefined)
  -28	8
100	Cc1nnc2sc(-c3ccc(NC(=O)c4ccc(Br)o4)cc3)nn12
  -40	15
101	O=C(Cn1nnc(-c2ccc(S(=O)(=O)N3CCCC3)cc2)n1)NCc1ccco1
  -33	9
102	NC(Cc1c[nH]c2ccccc12)C(=O)O (centres undefined)
  3	15
103	CCn1c(CSc2nc(C)cc(C)n2)nnc1SCC(=O)Nc1cccc(C)c1
  20	13
104	CCn1c(SCC(=O)NC(C)(C)C)nnc1-c1ccc(C)cc1
  -5	9
105	COc1ccc(NC(=O)C2CCN(c3nc(C)cc(C)n3)CC2)cc1Cl
  -13	10
106	CC(=O)Nc1ccc(C2=N/C(=C/c3ccc(OC(C)=O)c(OC(C)=O)c3)C(=O)O2)cc1
  -77	3
107	NC(=O)CNC(=O)C1CCCN(c2ncccn2)C1 (centres undefined)
  15	4
108	COc1ccc(-n2c(SCC(=O)Nc3cccc(Cl)c3C)nc3ccccc3c2=O)cc1OC
  -10	7
109	COc1cc(N2CCOCC2)c(OC)cc1CN1CCC(O)(c2ccccc2)C1 (centres undefined)
  -51	7
110	CCn1c(COc2ccc(Cl)cc2)nnc1SCC(=O)OC
  -7	25
111	COc1ccc(C(=O)N2CCCC2c2nc3ccccc3[nH]2)cc1Cn1nc(C)cc1C (centres undefined)
  -3	-4
112	C[C@H]1O[C@@H](O[C@H]2[C@@H](O)C[C@H](O[C@H]3[C@@H](O)C[C@H](O[C@H]4CC[C@]5(C)C6C[C@@H](O)[C@]7(C)[C@@H](C8=CC(=O)OC8)CC[C@]7(O)C6CC[C@@H]5C4)O[C@@H]3C)O[C@@H]2C)C[C@H](O)[C@@H]1O (some centres undefined)
  16	11
113	COc1ccc(Cc2nnc3c4cnn(-c5cccc(C)c5)c4ncn23)cc1OC
  -16	11
114	COC(=O)C1=C(C)Nc2nc3ccccc3n2C1c1ccc(F)cc1 (centres undefined)
  -64	6

Whole records, looked up by structure. Screens in order: EP2 mod, EP2 antag
COc1ccc(C(=O)N2CCCC2c2nc3ccccc3[nH]2)cc1Cn1nc(C)cc1C (centres undefined) is entered as -3, -4
CCOC(=O)c1cnc(Nc2nc3ccccc3o2)nc1N is entered as -71, 9
O=C(Cn1nnc(-c2ccc(S(=O)(=O)N3CCCC3)cc2)n1)NCc1ccco1 is entered as -33, 9
NC(Cc1c[nH]c2ccccc12)C(=O)O (centres undefined) is entered as 3, 15
CCn1c(COc2ccc(Cl)cc2)nnc1SCC(=O)OC is entered as -7, 25

In the list so far, 2 have a COOH group.
The line under a structure holds: EP2 mod	EP2 antag
89	O=C(O)CCSC1=NCCN1
  1	13
102	NC(Cc1c[nH]c2ccccc12)C(=O)O (centres undefined)
  3	15

Screening data deposited in PubChem BioAssay by Emory University Molecular Libraries Screening Center.
